# PGE2 EP2 inh – inhibitors of human EP2 prostaglandin E2 receptor; P43116; C6 glioma cells expressing human EP2, cAMP TR-FRET; cells stimulated with saturating PGE2; inhibition, % at 25 µM; 260,000 tested, 0.52% active; AID 1422;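 active means percent inhibition above 40 after rounding to a whole number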;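 further: rat C6 glioma host cells with rolipram phosphodiesterase inhibitor present; the protocol text gives 20 µM as final concentration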
# Target sequence (P43116 whole entry, looked up): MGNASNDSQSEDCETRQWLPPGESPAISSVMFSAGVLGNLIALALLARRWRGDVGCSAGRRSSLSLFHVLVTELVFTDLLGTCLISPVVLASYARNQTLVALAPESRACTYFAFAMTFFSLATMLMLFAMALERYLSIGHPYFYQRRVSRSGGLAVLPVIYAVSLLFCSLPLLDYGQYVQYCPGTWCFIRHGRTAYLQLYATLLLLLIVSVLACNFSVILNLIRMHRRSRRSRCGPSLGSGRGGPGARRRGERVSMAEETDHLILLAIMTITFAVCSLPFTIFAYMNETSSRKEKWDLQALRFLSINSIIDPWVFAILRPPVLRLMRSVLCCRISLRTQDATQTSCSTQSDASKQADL
# * marks the source's active call; other numbers are inactive results; & = joins results of further samples.
SMILES,PGE2 EP2 inh
Cc1cccc2cc(CN(Cc3nnnn3Cc3ccc(F)cc3)C3CCCCC3)c(=O)[nH]c12,20
COc1ccc(N2CN=c3s/c(=C4\C(=O)Nc5ccc(C)cc54)c(=O)n3C2)cc1,17
Cc1nn(Cc2ccccc2)c(C)c1C(=O)N1CCC2(CC1)NC(=O)c1ccccc1O2,8
COC/C=C/C1=CC2=CC(=O)C(C)(OC(=O)c3cnc4ccccc4n3)C(=O)C2=CN1Cc1ccco1 (stereo unspecified),12
COc1ccc(C#Cc2c(-c3ccc(OC)cc3)oc3ccc(-c4ccc(OC)cc4)cc23)cc1,19
CCOC(=O)Cn1nnnc1CN(Cc1ccc(C)cc1)Cc1cc2cc(C)ccc2[nH]c1=O,10
COc1ccc(-c2noc(-c3cc(Cl)ccc3OC)n2)cc1OC,4
CCOC(=O)Cc1csc(NC(=O)CSc2cc(C)c3ccccc3n2)n1,7
O=C1c2ccccc2S(=O)(=O)c2cc(C(=O)N3CCN(c4ccccc4)CC3)ccc21,16
COc1cccc2cc(C(=O)Nc3nccs3)c(=O)oc12,11
N#Cc1cc2cc3c(cc2nc1SCC(=O)Nc1cccc2ccccc12)OCCO3,23
Cc1cccc(OCC(=O)Nc2nc3ccccc3s2)c1C,14
COc1ccc(-n2c(CNc3ccc(F)cc3)nnc2SCC(=O)OC2CCCCC2)cc1,11
O=C(CSc1nnc2n(CC(=O)N3CCCC3)c3ccccc3n12)N1CCOCC1,10
NC(=O)c1c(NC(=O)c2cc3nc(-c4ccco4)cc(C(F)(F)F)n3n2)sc2c1CCC2,4
CCOc1cc(-c2ccc(OCC#N)c(OC)c2)cc(=O)c2c(C)oc(C)c12,7
Cc1nn(C(C)C)c(C)c1CN(CCc1ccccc1)Cc1cccs1,5
COc1cc(NS(=O)(=O)c2ccc(NC(=S)NC(=O)c3cccnc3)cc2)ncn1,9
N#CC(C#N)=CNCCN1CCN(C=C(C#N)C#N)CC1,13
Cc1ccc(-c2cc(N)c(=O)n(CC(=O)NCc3ccco3)n2)o1,8
CN1C(=O)c2cccc3c(S(N)(=O)=O)ccc1c23,12
O=C(NC1CC1)C1C2C=CC3(O2)C1C(=O)N(Cc1ccccc1)C3C(=O)NC1CCCC1 (stereo unspecified),13
COC(=O)[C@H]1CN(C(=O)c2scnc2C)C[C@@H]1c1ccc(F)cc1,5
C[C@]12CCC3c4ccc(O)cc4CCC3C1CC[C@@H]2OC(=O)CCC1CCCC1 (stereo partly specified),13
Cc1cc(C)nc(N2CCC(C(=O)Nc3ccc(C(C)(C)C)cc3)CC2)n1,5

# Looked up by compound from the list above, two records:
SMILES,PGE2 EP2 inh
CCOc1cc(-c2ccc(OCC#N)c(OC)c2)cc(=O)c2c(C)oc(C)c12,7
Cc1nn(Cc2ccccc2)c(C)c1C(=O)N1CCC2(CC1)NC(=O)c1ccccc1O2,8

# Returning to the listing, repeating the 5 entries before the break.
SMILES,PGE2 EP2 inh
CN1C(=O)c2cccc3c(S(N)(=O)=O)ccc1c23,12
O=C(NC1CC1)C1C2C=CC3(O2)C1C(=O)N(Cc1ccccc1)C3C(=O)NC1CCCC1 (stereo unspecified),13
COC(=O)[C@H]1CN(C(=O)c2scnc2C)C[C@@H]1c1ccc(F)cc1,5
C[C@]12CCC3c4ccc(O)cc4CCC3C1CC[C@@H]2OC(=O)CCC1CCCC1 (stereo partly specified),13
Cc1cc(C)nc(N2CCC(C(=O)Nc3ccc(C(C)(C)C)cc3)CC2)n1,5
O=S(=O)(c1cccc2c(I)cccc12)N1CCCNCC1,11
COc1ccc(NCc2nnc(SCC(=O)Nc3cccc(Cl)c3)o2)cc1,15
Cc1ccc(OCC(=O)N2CCN(C(=O)c3cccc4ccccc34)CC2)cc1,8
CCN(CC)CCN(Cc1cc2ccc(C)cc2[nH]c1=O)C(=S)Nc1ccc(F)cc1,9
COc1ccc(NC(=O)N(Cc2ccccc2)Cc2nc3ccccc3c(=O)[nH]2)cc1,11
CCOC(=O)c1cc(C(=O)OCC)c(=S)[nH]c1O,7
CCOCCCNc1c(C)c(C)nc2cc(-c3cccs3)nn12,8
COc1cc2cc(CN(Cc3ccco3)C(=O)Nc3ccc(Cl)cc3)c(=O)[nH]c2cc1OC,20
COc1ccc(C(O)CN2CCC3(CC2)CC(O)c2cc(Cl)c(C)cc2O3)cc1 (stereo unspecified),9
CCc1cc2cccc(C)c2nc1SCC(=O)N1CCOCC1,9
O=C(c1ccco1)N1CCN(C2CCCCC2)CC1,5
COc1ccc(N2CC(C(=O)OCC(=O)Nc3ccc(Cl)cc3Cl)CC2=O)cc1 (stereo unspecified),12
CCCNc1nc(-c2cc(C(=O)Nc3ccccc3)on2)cc(C(C)C)n1,11
COC(=O)Cn1cc(CN2CCC(O)(c3ccc(C)cc3)CC2)c2ccccc21,4
N#CCn1nnc(-c2ccc(C(F)(F)F)cc2)n1,10
CC(C)(C)c1ccc(C(=O)N(CCN2CCOCC2)c2nc3ccccc3s2)cc1,10
O=c1[nH]c2ccc(S(=O)(=O)Nc3ccc(-c4ccccc4)cc3)cc2[nH]1,13
Cc1ccn(CCCNC(=O)c2cn(C(C)c3ccc(F)cc3)nn2)n1 (stereo unspecified),6
CC(=O)N(Cc1cc2cccc(C)c2n2nnnc12)C1CCCC1,7
CN(C)C(N)=NCCC[C@H](N)C(=O)O,18&11
C=C(C)C1CC=C(CO)CC1 (stereo unspecified),10
CCC(=O)N1CCc2cc(C(O)CN3CCC(O)(c4cccc(C)c4)CC3)ccc21 (stereo unspecified),6
Cc1nc(SCC(=O)Nc2ccc(N(C)C)cc2)n[nH]1,15
CC(C)NC(=O)Cn1c(Cl)nc2ccccc21,8
Oc1ccc2c(c1)O[C@H](c1ccc(O)c(O)c1)[C@@H](O)C2,9
SMILES,PGE2 EP2 inh
COc1ccc(C2CC(c3cccc4ccccc34)n3nc(N)nc3N2)cc1 (stereo unspecified),13
C=CCNC(=O)CN1CCN(Cc2ccc3c(c2)OCO3)CC1,6
CC1CCc2c(sc(NC(=O)C(C)C)c2C#N)C1 (stereo unspecified),7
Cc1c(C(=O)N2CCOCC2)sc(NC(=O)c2ccccc2F)c1C#N,10
CC(C)C(=O)Nc1ccc(C(=O)Nc2ccc(S(=O)(=O)NCC3CCCO3)cc2)cc1 (stereo unspecified),14
CC(C)(C)c1nc2ccccc2c2nnc(SCC(=O)N3CCCC3)n12,3
CCc1ccc2[nH]c(=O)c(C(c3nnnn3C(C)(C)C)N3CCN(C(=O)c4ccco4)CC3)cc2c1 (stereo unspecified),9
CNC/C(Cl)=N/S(=O)(=O)c1ccc(C)cc1,13
Cc1cc2cc(C(c3nnnn3C3CCCCC3)N3CCC(O)CC3)c(=O)[nH]c2cc1C (stereo unspecified),16
C[C@@H](NCCc1ccc(O)cc1)[C@@H](O)c1ccc(O)cc1,9&11
Cc1nc(SCc2ccccc2)nc2c1CCCC2,13
O=C(C1CC(=O)N(c2ccccc2F)C1)N1CCC(O)(c2ccccn2)CC1 (stereo unspecified),5
CCOc1ccc(N2C(=O)N(c3ccccc3)C3CS(=O)(=O)CC32)cc1 (stereo unspecified),10
Cc1cc(C)c(S(=O)(=O)NC2CC(C)(C)NC(C)(C)C2)cc1C,13
Cn1c(=O)[nH]c(=O)c2c1nc(N1CCN(CCO)CC1)n2Cc1ccccc1,10
COc1ccc(-c2cc(C(F)(F)F)nc(SCCC(=O)Nc3ccc(OC)c(OC)c3)n2)cc1,14
CC(C)C(=O)Nc1nnc(-c2ccccc2)s1,9
Cn1cccc1C(=O)c1ccc(Cl)cc1,5
S=c1nc[nH]c2nc[nH]c12,11
C[C@H]1CC[C@]2(O[C@H](CCO)C[C@H](O)[C@H]2O)O1,6
Cc1ccc(Cl)cc1NS(=O)(=O)c1ccc2c(c1)oc(=O)n2C,6
O=C(C1CCCCC1)N(Cc1ccco1)c1nc(-c2ccc(F)cc2)cs1,8
O=[N+]([O-])c1nccn1C[C@H](O)CN1CCCCC1,8
CC(=O)[C@H]1CCC2C3CC=C4C[C@@H](O)CC[C@]4(C)C3CC[C@@]21C (stereo partly specified),11
COc1ccc(-n2nnnc2SCC(=O)c2ccc(NC(C)=O)cc2)cc1,22

# Grouped by structure, the compounds so far containing a cyano group
SMILES,PGE2 EP2 inh
N#Cc1cc2cc3c(cc2nc1SCC(=O)Nc1cccc2ccccc12)OCCO3,23
CCOc1cc(-c2ccc(OCC#N)c(OC)c2)cc(=O)c2c(C)oc(C)c12,7
N#CC(C#N)=CNCCN1CCN(C=C(C#N)C#N)CC1,13
N#CCn1nnc(-c2ccc(C(F)(F)F)cc2)n1,10
CC1CCc2c(sc(NC(=O)C(C)C)c2C#N)C1 (stereo unspecified),7
Cc1c(C(=O)N2CCOCC2)sc(NC(=O)c2ccccc2F)c1C#N,10

# (list continues)
SMILES,PGE2 EP2 inh
CCC(C)(C)n1nnnc1C(C(C)C)N(Cc1ccccc1)Cc1cc2cc(C)ccc2[nH]c1=O (stereo unspecified),14
CCn1cc(CN(Cc2cc(OC)ccc2OC)CC2CCCO2)c(C)n1 (stereo unspecified),0
CCOc1ccc(NC(=S)N(CCO)Cc2cc3c(C)ccc(C)c3[nH]c2=O)cc1,24
Cc1cccc(NC(=O)CSc2nc3ccccc3[nH]2)c1,5
CCC(CN1CCC(C)CC1)NC(=O)Cc1ccc(S(N)(=O)=O)cc1 (stereo unspecified),2
CCCc1nnc(NC(=O)c2cc(Cl)ccc2OC)s1,11
COc1ccc(-c2nnn(CC(=O)Nc3cc(Cl)cc(Cl)c3)n2)cc1OC,8
CN(C)c1ccc(C(=O)CC2(O)C(=O)Nc3ccc(Br)cc32)cc1 (stereo unspecified),6
COC(=O)/C=C/c1ccc2c(c1)S(=O)(=O)N(c1cccc(OC)c1)[C@H]2CC(=O)OC,27
CC(=O)[C@@]1(O)CCC2C3C=C(Cl)C4=CC(=O)[C@@H]5CC5[C@]4(C)C3CC[C@@]21C (stereo partly specified),12
Nc1ncnc2c1nc(Sc1ccc(Cl)cc1)n2[C@@H]1O[C@@H]2COP(=O)(O)O[C@H]2[C@H]1O,17
COc1ccc([C@H]2CN(Cc3ccccc3)C[C@@H]2NC(=O)c2ccncc2)cc1OC,6
CC(=O)Nc1ccc(-c2cc(C(=O)O)c3cc4ccccc4cc3n2)cc1,38
CC(=O)O[C@@H]1CC[C@@]2(C)C(CC[C@]3(C)C2CC=C2C4CC(C)(C)CC[C@]4(C(=O)O)CC[C@]23C)C1(C)C (stereo partly specified),11
COc1ccccc1NC(=O)C1=C(C)NC2=C(C(=O)CCC2)C1c1ccc(O)cc1 (stereo unspecified),13
O=c1onc2cnc3ccccc3n12,11
CC(=O)c1ccc(N2CCN(CC(=O)Nc3ccc(Br)cc3)CC2)cc1,4
CCOc1ccc2[nH]c(=O)c(CN(CC3CCCO3)C(=O)Nc3cccc(Cl)c3)cc2c1 (stereo unspecified),9
CCC(OC(=O)C1C2C=CC3(CN(c4cc(C)cc(C)c4)C(=O)C13)O2)C(=O)NC1CCCC1 (stereo unspecified),9
O=C(CSc1nnc(C2CC2)n1CC1CCCO1)N1CCc2ccccc21 (stereo unspecified),9
COC(=O)c1ccc(CCC2CCN(S(=O)(=O)N(C)C)CC2)cc1,3
COc1ccc(S(=O)(=O)N2CCN(CC(=O)c3ccco3)CC2)cc1OC,9
Cc1nc2cc(-c3cccs3)nn2c(NCCCN(C)C)c1C,8
O=C(NCc1nc(-c2ccncc2)n[nH]1)C1(c2ccc(Cl)cc2Cl)CC1,6
CCc1ccc(NC(=O)CSc2nc3cc(OC)ccc3cc2C#N)cc1,19
SMILES,PGE2 EP2 inh
CN1CCCN(C)C1c1cc([N+](=O)[O-])ccc1O,7
C=CCNc1cccc(Br)c1,19
CCOC(=O)c1cc2sccc2n1Cc1cccc(F)c1,9
COCCCN1C(=O)C(=O)/C(=C(\O)c2cc(C)ccc2C)C1c1ccc(OC)c(OC)c1 (stereo unspecified),11
COCCn1c(N2CCN(c3cccc(Cl)c3)CC2)nc2c1c(=O)n(C)c(=O)n2C,7
O=C(CSc1nnc2scc(-c3ccccc3)n12)N1CCCCC1,12
CCOc1ccc(N(CC(=O)N2CCC(C(N)=O)CC2)S(=O)(=O)c2ccc(C)cc2)cc1,18
O=C(NCc1ccncc1)C1CCN(S(=O)(=O)c2ccccc2)CC1,5
O=c1[nH]c2cc3c(cc2cc1CN(Cc1nnnn1Cc1ccc(F)cc1)C1CCCC1)OCCO3,10
CCN(CC)C(=O)c1cc(-c2ccc(C)cc2)on1,10
Cc1cc(C(F)F)n2nc(C(=O)Nc3sc4c(c3C(=O)OC(C)C)CCCC4)nc2n1,13
CC(C)c1nc(NCCc2ccccn2)c2nnn(Cc3ccccc3F)c2n1,5
CC(C)c1ccc(/C(C(=O)O)=C(\O)C(=O)O)cc1,13
CN(C)CCCn1c(-c2ccncc2)n[nH]c1=S,4
c1csc(CNCC2CCCO2)c1 (stereo unspecified),11
NC(N)=NC(=O)c1nc(Cl)c(N2CCCCCC2)nc1N,9&12
Cc1ccc2[nH]c(=O)c(CN(Cc3ccc4c(c3)OCO4)C(=O)Nc3ccc(F)cc3)cc2c1,19
Cc1cc(-c2cc(N)c(=O)n(C(C)C(=O)NCCc3ccccc3F)n2)c(C)o1 (stereo unspecified),6
O=C(O)c1ccc(-c2noc(-c3cccc(C(F)(F)F)c3)n2)cc1,10
Cc1cc2c(=O)n(CC(=O)N3CCn4c(C)ccc4C3C(C)C)cnc2s1 (stereo unspecified),3
CCC(c1nnnn1CCOC)N1CCN(c2ccccc2)CC1 (stereo unspecified),17
O=C(CSc1nc2ccccc2c(=O)[nH]1)Nc1ccc2c(c1)OCO2,8
CC(C)C(NC(=O)c1cc2c([nH]c1=O)CCCCC2)C(=O)OC(C)(C)C (stereo unspecified),5
Cc1ccc2cc(C)c3nnc(SCC(=O)NCc4ccccc4)n3c2c1C,16
O=c1[nH]c(=O)n(C2C[C@@H](O)[C@@H](CO)O2)cc1F (stereo partly specified),9
CCn1c(SCC(=O)N2CCCC(C)C2)nnc1-c1ccc(S(=O)(=O)N2CCCC2)cc1 (stereo unspecified),11
CCCN(C(=O)c1cccc(OC)c1OC)c1nnc(-c2cccnc2)s1,8
O=C(O)CSc1nc2ccccc2c2c1CCCC2,9
COc1ccccc1-c1cc(=O)c2cccc(OC)c2o1,6
C/C(Cl)=C\Cn1c(N(C)Cc2ccccc2)nc2c1c(=O)n(C)c(=O)n2C,11

# This is a subset (hit frequency here may not be typical).
